Screening results deposited in PubChem by several laboratories.
bCat KO growth: beta-catenin-lacking colon tumor cell growth suppression. HCT116 beta-catenin knockout viability, CellTiter-Glo, 60 h; active compounds read low. viability, % at 10 µM. 140,000 tested, 1.5% active;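 active = viability at or under a set limit, the compound median less 4 SD, cut at about 6% in these data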;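 note: 0% = Hyamine 1622 control at 20 µM and 100% = untreated cell control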
Yeast life ext: extends the lifespan of yeast | S. cerevisiae growth with nicotinamide, OD615; deaD strain in restrictive glucose medium | 130,000 tested, 0.68% active | inhibition of the nicotinamide effect, % at 10 µM;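 active = inhibition above a set limit, placed 3 SD over the median of all compounds, cut at about 26% in these data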;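 note: 0% = nicotinamide-treated wells and 100% = cells grown without nicotinamide; some compounds called inactive have numbers as strong as hits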
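Assay system: engineered S. cerevisiae DeaD replicative-lifespan strain, galactose-grown log-phase cells; Buffer or medium: CSMM-D glucose medium, restrictive; Probe or stimulus: nicotinamide 1.5 mM; Compound: single dose 10 µM compound, 0.25% DMSO; Schedule: 4 h preincubation then 48 h treatment at 30 °C; Technique: OD615 measurement.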
E-sel TNF inh: blocks E-selectin expression induced by TNF alpha. 120,000 tested, 0.71% active. HUVEC TNFa-induced E-selectin immunofluorescence, high content. inhibition, % at 2 µM. AID 1246;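 active = inhibition above the batch mean plus 3 SD, and confirmed as a hit on visual image review, cut at about 43% in these data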;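 note: 0% = TNF-stimulated DMSO wells and 100% = unstimulated control wells; not every result past the cut was called active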
MRP1 act: activators of MRP-1. H69AR cells + doxorubicin, viability rescue, CellTiter-Glo. viability increase, % at 10 µM. 140,000 tested, 0.61% active. AID 799;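 active = viability gain under doxorubicin at or above a set limit, the compound median plus 3 SD, cut at about 4.7% in these data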;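 note: MRP-1 overexpressing cells given doxorubicin 25 µM after compound pretreatment; 18-22 h compound pretreatment then 72 h with doxorubicin before readout; 0% = doxorubicin-only wells and 100% = vehicle-treated cells without doxorubicin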
GALR2 antag: antagonists of human galanin receptor 2 (GALR2) | O43603 | AID 828 | inhibition, % at 4 µM | 140,000 tested, 0.39% active | GALR2-expressing cells, antagonist mode; in the data active = inhibition above about 27%;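 note: cells stimulated with galanin 1-16 at roughly its EC80; 0% = agonist challenge control and 100% = basal control without agonist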
Target sequence (O43603 whole entry, looked up): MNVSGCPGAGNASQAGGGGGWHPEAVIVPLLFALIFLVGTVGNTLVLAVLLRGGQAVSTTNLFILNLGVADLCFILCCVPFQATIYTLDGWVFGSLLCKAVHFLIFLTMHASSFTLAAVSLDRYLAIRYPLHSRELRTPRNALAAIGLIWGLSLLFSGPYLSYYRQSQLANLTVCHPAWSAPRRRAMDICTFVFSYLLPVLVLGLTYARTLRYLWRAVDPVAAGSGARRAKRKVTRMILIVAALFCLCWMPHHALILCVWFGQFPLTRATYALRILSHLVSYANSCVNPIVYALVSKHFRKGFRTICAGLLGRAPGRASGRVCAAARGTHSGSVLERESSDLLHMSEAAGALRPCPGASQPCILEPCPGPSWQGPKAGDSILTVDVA
Measles CPE: protection of cells from measles virus; 140,000 tested, 1.5% active; Measles virus-infected cells, CPE protection, absorbance; protection (pct of control), % at 4 µM; in the data active = protection mostly above about 24%, no sharp cut-off; inactive = mostly below about 26%; note: some compounds called inactive have numbers as strong as hits
NPY-Y2 antag: blocks the human neuropeptide Y Y2 receptor; P49146; NPY-Y2 expressing cells, antagonist mode; inhibition, % at 2.7 µM; 140,000 tested, 0.99% active; in the data active = inhibition above about 17%;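 note: 0% = vehicle with agonist challenge and 100% = reference antagonist with challenge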
Target sequence (P49146 whole entry, looked up): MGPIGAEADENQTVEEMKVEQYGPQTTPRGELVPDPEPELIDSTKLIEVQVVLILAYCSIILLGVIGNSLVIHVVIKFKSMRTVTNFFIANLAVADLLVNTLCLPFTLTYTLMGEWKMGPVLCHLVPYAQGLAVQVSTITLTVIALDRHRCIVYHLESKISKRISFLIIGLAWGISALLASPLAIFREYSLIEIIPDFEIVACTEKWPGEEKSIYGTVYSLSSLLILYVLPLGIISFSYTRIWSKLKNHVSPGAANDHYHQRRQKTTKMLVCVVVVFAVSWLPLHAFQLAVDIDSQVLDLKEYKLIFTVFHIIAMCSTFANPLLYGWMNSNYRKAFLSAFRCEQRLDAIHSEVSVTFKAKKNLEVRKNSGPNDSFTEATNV
PTEN del growth: PTEN-deleted cell growth suppression | 140,000 tested, 1.2% active | viability, % at 10 µM | HCT116 PTEN-null viability, CellTiter-Glo, 60 h; active compounds read low;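 active = viability at or below a set limit, 4 SD under the median of all tested compounds, cut at about 3.7% in these data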;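 note: PTEN knockout HCT116 line with beta catenin targeted HCT116 as companion control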
Yeast growth inh: yeast BB579 growth reduction in restrictive medium. S. cerevisiae BB579 growth, OD615, 48 h. inhibition, % at 10 µM. 140,000 tested, 0.51% active;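 active = inhibition above a set limit, 3 SD over the mean compound inhibition, cut at about 44% in these data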; note: inactives centre near -24
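System: Saccharomyces cerevisiae DeaD strain BB579, replicative lifespan model yeast | Buffer or medium: Restrictive glucose-based CSMM-D medium | Times: 4 h preincubation and 48 h exposure at 30 °C | Detection: OD615 turbidity measurement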
Phagocytosis inh: macrophage phagocytosis inhibition; AID 1029; inhibition, % at 5 µM; J774A.1 macrophage IgG-bead phagocytosis, imaging; 110,000 tested, 0.07% active;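 active = inhibition above the mean of the plate negative controls plus 5 SD, cut at about 13% in these data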;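 note: phagocytic index as fraction of beads internalized from green versus red external bead signal; plate controls were DMSO negative control for no effect and cytochalasin-D positive control for full effect; some results beyond the cut were filed as inactive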
An asterisk follows results filed as active; nt = not tested or not shown; & = joins results of further samples.

nr	Molecule	bCat KO growth	Yeast life ext	E-sel TNF inh	MRP1 act	GALR2 antag	Measles CPE	NPY-Y2 antag	PTEN del growth	Yeast growth inh	Phagocytosis inh
1	CCOc1ccc(/C=N/OCC(=O)Nc2ccc(OCc3ccccc3)cc2)cc1OC	90	-4	nt	-0.4	-2	6	10	90	-26	12
2	Cc1ccc(N(CC(=O)Nc2ccc(F)c(Cl)c2)S(=O)(=O)c2c(C)noc2C)cc1	75	-12	nt	1.9	-9	7	-1	65	12	-3
3	Cc1ccc(C(NC(=O)N2CCOCC2)C(Cl)(Cl)Cl)cc1F (stereo not given)	87	1	nt	0.3	-4	24	-2	85	7	-6
4	CCOC(=O)Cc1csc(NS(=O)(=O)c2ccccc2)n1	106	-14	27	-1.8	-6	23	3	91	-1	nt
5	CC(NC(=O)c1ccccc1)C(=O)OCC(=O)N1c2ccccc2Sc2ccccc21 (stereo not given)	87	9	nt	-2.2	14	5	-2	96	-2	-2
6	COCCCNCCOc1ccc(C(C)(C)c2ccccc2)cc1	54	1	22	-4.0	-8	4	10	71	9	nt
7	O=C(CSCc1ccccc1Cl)Nc1c[nH]c(=O)[nH]c1=O	96	0	nt	0.1	14	4	0	98	-23	-1
8	Cc1ccc(/C=C/C(=O)NC(=S)Nc2ccccc2C(=O)NC2CCCCC2)cc1	43	-6	13	-3.1	4	12	1	45	-23	nt
9	CCN(C(=O)c1c(OC)cccc1OC)c1nnc(-c2cccnc2)s1	86	-1	-34	-2.9	3	26	4	95	-27	nt
10	O=C(Nn1cnnc1)C1Cc2ccccc2CN1S(=O)(=O)c1ccc(F)cc1 (stereo not given)	103	-4	-6	-0.7	-3	33	-1	113	-48	-1
11	COc1ccc(/C=N/Nc2ccccc2)cc1Cn1nc(C)c([N+](=O)[O-])c1C	94	-1	8	-0.2	2	22	3	93	-66	-2
12	CCCCn1c(=N)n(CC(O)COc2ccccc2)c2ccccc21 (stereo not given)	51	-16	12	-5.3	13	-1	26*	41	-13	0
13	COC(=O)c1c(C)n(-c2ccc(C)cc2)c2ccc(O)cc12	41	-18	4	-5.2	-6	4	4	31	-49	-1
14	COc1cccc(-c2nnc3n2N=C(C(C)(C)C)CS3)c1	5.5*	-2	nt	-3.5	20	5	7	4	6	nt
15	O=C(COC(=O)c1ccco1)Nc1cccc(Br)c1	102	-7	nt	0.6	-4	4	-1	106	-29	0

New compounds follow:
nr	Molecule	bCat KO growth	Yeast life ext	E-sel TNF inh	MRP1 act	GALR2 antag	Measles CPE	NPY-Y2 antag	PTEN del growth	Yeast growth inh	Phagocytosis inh
16	COCCN1C=C(C(=O)OC)C(c2cc(Br)c(OC)c(OC)c2)C(C(=O)OC)=C1	95	-13	21	-1.7	6	9	3	83	-7	0
17	Cc1ccnn2cc3c(=O)n(C)c(=O)n(C)c3c12	98	-31	8	-2.8	10	5	1	90	64*	nt
18	CCn1c(=O)c([N+](=O)[O-])c(NCC(O)c2ccccc2)c2ccccc21 (stereo not given)	95	-2	nt	0.1	-9	9	1	101	4	-4
19	Cc1nc(NC(C)C(=O)O)c2nc(C)oc2n1 (stereo not given)	102	-10	-14	-0.1	9	13	0	101	-6	nt
20	CCOc1ccc2[nH]c(=O)c(CN(CCO)C(=O)c3ccc(Br)cc3)cc2c1	96	-12	7	-2.3	-10	1	3	95	-20	1
21	COc1ccc(S(=O)(=O)Nc2cccc(Cl)c2)cc1OC	84	-3	-11	-0.8	-7	9	0	85	-22	-1
22	CCc1ccc(-n2cc(-c3ccc([N+](=O)[O-])cc3)[nH]c2=S)cc1	87	4	7	0.0	0	6	-2	103	-36	-2
23	CC(=O)Nc1ccc(NC(=O)COC(=O)Cc2c[nH]c3ccccc23)cc1	82	-1	2	-3.8	11	9	4	88	3	0
24	COCCN1C(=O)C(CC(=O)Nc2ccc(C(=O)O)cc2)SC1=Nc1ccccc1 (stereo not given)	102	-6	-32	0.2	8	3	3	91	-1	-1
25	Cc1cc(C)c(NC(=O)c2sc3nc4c(cc3c2N)C(=O)CC(C)(C)C4)c(C)c1	81	-4	40	5.4*	12	14	1	76	-34	-3
26	O=C(Nn1c(=O)[nH]c2ccsc2c1=O)c1ccccc1	96	-11	-2	-0.8	-19	7	4	85	-19	-1
27	Cc1ccc(CN2CCN(C(=O)CCN3C(=O)c4ccccc4C3=O)CC2)cc1	93	-1	nt	-0.1	-1	17	0	88	-47	-2
28	C=CCNc1ncnc2c1[nH]c1ccc(Cl)cc12	14	-28	6	-2.3	18	13	4	14	0	-2
29	O=C(C/C=N/OCc1ccc(F)cc1Cl)c1cnc(-c2ccccc2)s1	92	7	-11	1.0	3	14	4	97	-12	nt
30	CCCN1CCN(C(=S)Nc2ccc([N+](=O)[O-])cc2)CC1	84	13	-23	-2.3	2	13	-3	94	-42	-12

Remaining list, next part:
nr	Molecule	bCat KO growth	Yeast life ext	E-sel TNF inh	MRP1 act	GALR2 antag	Measles CPE	NPY-Y2 antag	PTEN del growth	Yeast growth inh	Phagocytosis inh
31	Cc1c(Cl)c([N+](=O)[O-])nn1CC(=O)NC12CC3CC(CC(C3)C1)C2	57	-5	-3	-3.3	-18	3	7	57	-28	-1
32	O=c1c(O)c(-c2cccs2)oc2ccc(Cl)cc12	91	3	-10	-3.6	33*	9	2	82	4	-2
33	Cc1nc2c3cc(F)ccc3n(Cc3ccccc3)c2s1	22	-6	nt	-2.4	-8	10	14	16	24	-1
34	CC(C)[C@H](NC(=O)c1ccc(C(C)(C)C)cc1)C(=O)Nc1nnc(C2CC2)s1	95	0	25	1.5	6	3	3	86	-14	-5
35	COc1cc(/C=N/NC(=O)CC23CC4CC(CC(C4)C2)C3)cc(Br)c1OCC(=O)N(C)C	66	3	nt	-2.1	-2	4	-1	62	-44	-3
36	CCN(CC)S(=O)(=O)c1ccc(Cl)c(C(=O)Nc2nncs2)c1	103	-3	20	1.7	-7	28	-3	101	-3	-2
37	O=C(Nc1ncc(Cc2cccc(Cl)c2)s1)C1CCCO1 (stereo not given)	99	-15	0	-0.8	2	3	-1	99	-91	2
38	Nc1cc(=O)nc(SCC(=O)N(C2CCCCC2)C2CCCCC2)n1-c1ccccc1	84	-15	-6	0.5	-13	4	1	87	-24	nt
39	OC(Cn1cncn1)c1ccc(Cl)cc1 (stereo not given)	80	-17	4	-4.0	0	4	-1	79	-28	0
40	O=C(O)C1CCCCC1C(=O)Nc1cccc2ccccc12 (stereo not given)	91	nt	-4	-3.5	11	8	3	94	-21	nt
41	O=C(NC(NC(=S)Nc1ccc(Cl)cc1Cl)C(Cl)(Cl)Cl)c1cccc([N+](=O)[O-])c1 (stereo not given)	4.1*	-16	17	-5.6	-16	6	-1	3.3*	-17	nt
42	CCC(c1nnnn1Cc1ccccc1)N(Cc1ccco1)Cc1cc2cc(OC)ccc2[nH]c1=O (stereo not given)	35	-4	-29	-5.3	-4	34	8	45	-45	-2
43	Cc1ccc2oc(-c3ccc(NC(=O)c4cccnc4)cc3)nc2c1	96	-12	nt	-1.8	2	7	-3	91	-17	0
44	COc1ccc(N(C)C(=O)c2cnc(N3CCN(c4ncccn4)CC3)c3ccccc23)cc1	80	-8	7	0.0	11	7	4	75	-17	1
45	COc1ccccc1-c1nnc(SCC(=O)c2ccc(C3CCCCC3)cc2)n1Cc1ccco1	82	-23	22	-5.0	-6	7	12	60	-41	-2

Additional records:
nr	Molecule	bCat KO growth	Yeast life ext	E-sel TNF inh	MRP1 act	GALR2 antag	Measles CPE	NPY-Y2 antag	PTEN del growth	Yeast growth inh	Phagocytosis inh
46	O=C(c1ccco1)N1CCN(CC(O)Cn2c3ccccc3c3ccccc32)CC1 (stereo not given)	101	-9	16	-0.8	-5	12	5	106	-61	1
47	Cc1cc(C)cc(OCCCCCNCCO)c1	77	0	-31	-2.3	-4	6	4	90	-11	nt
48	O=S(=O)(c1ccc(Cl)cc1)N1CCCC1c1nc2ccccc2s1 (stereo not given)	79	-15	23	-1.9	10	5	9	83	-52	nt
49	O=C(O)CSc1nnc(Cn2cnc3ccccc32)n1CCc1ccccc1	103	-9	-33	-0.4	6	5	5	105	-73	nt
50	O=C(c1ccco1)N1CCCN(C(=O)c2ccco2)CC1	98	-3	-22	-1.2	-6	5	-3	97	15	1
51	O=C(CN1CCN(Cc2ccccc2F)C1=O)NCc1ccco1	87	-3	0	-2.0	-1	8	4	97	-23	0
52	Cc1ccc2ncccc2c1[N+](=O)[O-]	97	-7	nt	-0.7	3	24	1	101	0	-6
53	Cc1cccc(NC(=O)Cn2nc(C(F)(F)F)cc2C2CC2)c1	99	-14	-27	0.7	1	6	-1	99&98	-8	nt
54	CCOC(=O)c1ccc(NCc2ccc3c(c2)OCO3)cc1	94	-3	nt	-1.1	-24	4	4	99	-43	4
55	Cc1onc(-c2ccccc2)c1C(=O)Nc1ccc(S(=O)(=O)N2CCCCC2)cc1	81	-6	nt	-0.7	3	5	-2	81	-58	0
56	Cn1nnc(NC(=O)c2ccccc2)n1	91	nt	-29	-1.6	4	22	4	96	-2	nt
57	CCCC1CCC(c2ccc(C(=O)NN)cc2)CC1 (stereo not given)	66	-3	9	-3.4	2	3	5	63	12	-8
58	O=C(CCc1ccc(S(=O)(=O)NCc2ccccc2)cc1)N1CCN(Cc2ccc3c(c2)OCO3)CC1	81	-11	-9	-1.7	3	13	2	84	-10	3
59	CCOc1ccc(C(=O)NC2CCN(C(=O)NCc3ccccc3)CC2)cc1	92	-13	nt	-1.1	-4	11	-3	108	-45	0
60	COc1cc(OC)cc(C(=O)N2CCC(N3CCCCCC3)CC2)c1	89	nt	24	0.6	-7	7	2	96	-22	nt

(listing goes on)
nr	Molecule	bCat KO growth	Yeast life ext	E-sel TNF inh	MRP1 act	GALR2 antag	Measles CPE	NPY-Y2 antag	PTEN del growth	Yeast growth inh	Phagocytosis inh
61	CC1(C)CC(O)(CCNCc2ccc3c(c2)OCO3)CCO1 (stereo not given)	103	3	-11	-2.6	4	14	1	101	-7	0
62	CCC(=O)N[C@@H]1CC(C(C)(C)NC(=O)CC)CC=C1C (stereo not given in full)	93	0	nt	0.1	10	13	1	90	4	2
63	O=C(C1CCN(S(=O)(=O)c2cccc3cccnc23)CC1)N1CCN(C2CCCCC2)CC1	75	-6	-9	-2.2	-5	15	-1	81	-38	-1
64	COc1ccc(-n2c3c(cc(C(=O)NC4CCSC4=O)c2=O)C(=O)CC(C)(C)C3)cc1 (stereo not given)	97	-12	-34	-0.3	1	11	10	94	-21	0
65	NC(=O)c1c(NC(=O)CSc2nnc(-c3ccco3)n2N)sc2c1CCCC2	99	-12	-18	-0.5	-4	12	-2	100	-39	2
66	COC(=O)c1ccc(NC2(C#N)C(=O)Nc3ccccc32)cc1 (stereo not given)	87	-15	-16	-1.7	-9	5	0	88	13	-1
67	COc1ccc(N(C(=O)C(C)C)S(=O)(=O)c2ccc3c(c2)n(C)c(=O)n3C)cc1	89	1	-1	-3.0	4	8	1	86	-36	-1
68	CC(Oc1ccccc1)C(=O)Nc1nc2c(s1)C(=O)CC(C)(C)C2 (stereo not given)	87	-7	nt	1.4	8	5	0	100	-30	nt
69	CCCCNS(=O)(=O)c1ccc2nc(SCC(=O)Nc3sccc3C#N)[nH]c2c1	47	-12	-5	0.6	-6	7	2	54	-46	1
